Compound activity deposited in PubChem BioAssay by The Scripps Research Institute Molecular Screening Center.
FBW7 activator = FBW7 E3 ligase activators, primary screen, biochemical, AlphaScreen, human; F-box/WD repeat-containing protein 7 (Homo sapiens), Q969H0; AlphaScreen FBW7–phospho-cyclin E peptide binding, activator screen; normalized activity (activation), % at 26.1 µM; 0.13% of 650,000 active; in the data active means normalized activity above about 1.9%;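 further: purified mutant Fbw7 with reduced substrate affinity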
Target sequence (Q969H0 whole entry, looked up): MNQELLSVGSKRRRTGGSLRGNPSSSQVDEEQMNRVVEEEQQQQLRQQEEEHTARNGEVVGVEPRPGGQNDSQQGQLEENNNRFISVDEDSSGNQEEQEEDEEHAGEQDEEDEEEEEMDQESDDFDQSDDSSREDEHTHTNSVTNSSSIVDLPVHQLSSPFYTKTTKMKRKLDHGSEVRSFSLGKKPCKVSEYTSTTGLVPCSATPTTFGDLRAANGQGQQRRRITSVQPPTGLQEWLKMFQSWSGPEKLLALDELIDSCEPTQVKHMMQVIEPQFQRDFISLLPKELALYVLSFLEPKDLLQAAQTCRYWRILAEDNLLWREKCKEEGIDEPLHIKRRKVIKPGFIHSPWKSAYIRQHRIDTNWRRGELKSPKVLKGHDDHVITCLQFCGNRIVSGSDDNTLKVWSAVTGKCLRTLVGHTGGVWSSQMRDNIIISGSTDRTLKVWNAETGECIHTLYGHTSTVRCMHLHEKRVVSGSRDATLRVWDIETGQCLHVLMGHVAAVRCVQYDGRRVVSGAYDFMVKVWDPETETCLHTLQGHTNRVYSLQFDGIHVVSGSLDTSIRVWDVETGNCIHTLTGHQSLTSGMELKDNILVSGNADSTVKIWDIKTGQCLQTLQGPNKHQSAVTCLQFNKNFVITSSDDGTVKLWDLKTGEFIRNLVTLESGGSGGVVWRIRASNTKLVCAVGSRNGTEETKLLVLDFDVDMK
MITF primary = MITF inhibitors, primary screen, biochemical, AlphaScreen, human | AlphaScreen MITF homodimerization, bead proximity signal | inhibition, % at 2.6 µM | 0.91% of 650,000 active | AID 1259374, 2018; in the data active means inhibition above about 50%;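 further: 0% = vehicle wells with protein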
TEAD-YAP block = TEAD-YAP interaction inhibition, primary screen, TEAD-YAP interaction inhibitor project, luminescence, HEK-TIYL cells; TEAD-Gal4/YAP UAS-luciferase luminescence; inhibition, % at 9.12 µM; 1.4% of 640,000 active; in the data active means inhibition above about 32%;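 further: 0% = median of test compound wells and 100% = reference inhibitor wells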
GPR151 activ = activators of human GPR151, primary screen, cell-based, PathHunter beta-arrestin, luminescence; activation, % at 11.2 µM; G-protein coupled receptor 151 (Homo sapiens), Q8TDV0; 1% of 650,000 active; PathHunter beta-arrestin GPR151 cells; in the data active means activation above about 4.9%;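 further: 0% = median of compound wells and 100% = cells with positive control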
Target sequence (Q8TDV0 whole entry, looked up): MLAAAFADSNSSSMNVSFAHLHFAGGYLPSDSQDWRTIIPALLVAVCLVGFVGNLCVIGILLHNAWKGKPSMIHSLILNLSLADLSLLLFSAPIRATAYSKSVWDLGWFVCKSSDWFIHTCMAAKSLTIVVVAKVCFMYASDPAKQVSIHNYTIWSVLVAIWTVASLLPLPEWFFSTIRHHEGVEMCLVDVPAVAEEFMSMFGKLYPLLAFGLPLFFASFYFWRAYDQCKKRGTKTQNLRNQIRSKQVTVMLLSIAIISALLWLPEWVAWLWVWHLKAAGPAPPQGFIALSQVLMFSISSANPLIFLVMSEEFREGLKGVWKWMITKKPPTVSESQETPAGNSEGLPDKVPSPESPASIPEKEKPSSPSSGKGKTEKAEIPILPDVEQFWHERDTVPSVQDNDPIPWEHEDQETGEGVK
* hit, by the source's call; & = joins results of further samples.

Below each SMILES: MITF primary	GPR151 activ	TEAD-YAP block	FBW7 activator
- Cc1[nH]n(-c2ccccc2)c(=O)c1C=Nc1ccc2c(c1)OCO2
 : 2	2.2	-16	0.0
- O=C(Nc1nc2ccccc2s1)c1cc2ccc(O)cc2oc1=O
 : -1	2.6	-46	-0.1
- COc1cccc(-c2nn3c(Cn4cnc5ccccc54)nnc3s2)c1
 : 1	0.4	-4	-0.3
- CN(CCc1ccccn1)C(=O)CCC1CCCN(C(=O)Cn2cc3ccccc3n2)C1 (stereo unspecified)
 : 7	-0.2	-2	-0.1
- CC12CCC(C(=O)N(CCC(=O)O)C1=O)C2(C)C (stereo unspecified)
 : 5	0.5	-4	0.1
- O=c1[nH]cnc2nc(-c3ccc(F)cc3)c(-c3ccc(F)cc3)nc12
 : -12	0.2	0	-0.2
- O=C1N[C@@H](Cc2ccccc2)C(=O)N2C[C@@H](NCc3ccc4ncccc4c3)C[C@@H]12
 : -14	-1.1	-18	-0.2
- O=C(CCCOC(=O)C1CCN(S(=O)(=O)c2cccs2)CC1)c1ccc(F)cc1
 : -3	-0.6	2	-0.1
- COCCn1c(=NC(=O)c2cccs2)sc2cc(NC(C)=O)ccc21
 : 14	0.2	-42	0.3
- CC(C)NC(=O)c1nn2c(C(F)(F)F)cc(-c3ccco3)nc2c1Br
 : 1	-1.0	9	0.0
- CCOCCC(=O)Nc1ccccc1C(=O)NC(C)C
 : -1	1.5	-2	-0.1
- Nc1nonc1-n1nnc(C(=O)N/N=C/c2ccc(F)cc2)c1-c1ccccc1
 : 6	-0.4	-1	0.0
- Cc1ccc(NC(=O)c2nnn(Cc3ccc(Br)cc3F)c2N)cc1
 : -6	0.9	-7	0.0
- Oc1c(-c2nc3ccccc3s2)sc2ncccc12
 : -3	-4.8	-31	0.2
- CC(C)(C)NC(=O)c1cccc(NC(=O)COc2ccccc2)c1
 : 8	-0.1	-2	0.0
- c1cncc(CN2CCN(Cc3cccc4ccccc34)CC2)c1
 : 83*	11*	-4	-0.2
- CC1CCCN(C(=O)Cn2nnc3ccccc3c2=O)C1 (stereo unspecified)
 : 19	-0.4	-6	0.0
- Cc1[nH]c2ccc(OCc3ccccc3)cc2c1CCNC(=O)COc1ccc(F)cc1F
 : 6	3.1	1	-0.2
- CC(=O)c1ccc2c(c1)[nH]c1ccccc12
 : -2	1.7	-15	0.1
- CCn1c(=O)n(CC(=O)Nc2cc(F)ccc2C)c(=O)c2ccccc21
 : 20	-0.7	3	0.8
- O=[N+]([O-])c1ccccc1OCCCCN1CCCC1
 : 13	0.1	0	0.1
- CC(C)N(C(=O)CSc1n[nH]c(-c2cccs2)n1)C(C)C
 : -1	-0.1	-19	0.4
- Cc1ccc(S(=O)(=O)CC(=O)Nc2ccc(Cl)c(Cl)c2)cc1
 : 14	-0.1	-18	1.1
- Cc1cc(CO)c(C(=O)O)c(=O)[nH]1
 : 3	-0.6	-18	-0.1
- COc1ccc(NC(=O)N2CCCC(N3CCN(c4ccccc4)CC3)C2)c(OC)c1 (stereo unspecified)
 : 8	0.2	2	-0.1
- COc1ccccc1NC(=O)c1sc2ncn(C)c(=O)c2c1C
 : 22	-0.7	-7	-0.1
- COCCNC(=O)/C(C#N)=C/c1c(Oc2ccc(OC)cc2)nc2ccccn2c1=O
 : 0	-5.6	-13	0.3
- O=C(Nc1cc(Sc2ccc(F)cc2)cc([N+](=O)[O-])c1)c1oc(=O)c2ccccc2c1-c1ccccc1
 : 4	-1.9	-4	0.1
- Cc1nc(NCCN(C)C)cc(-c2cccc(C(F)(F)F)c2)n1
 : 0	0.3	-4	0.0
- COc1ccc(S(=O)(=O)N(CC(=O)Nc2cccc(Cl)c2C)c2ccc(C)cc2)cc1OC
 : -8	0.6	-3	0.0
- Cc1ccc(CCC(=O)N2CCc3nncn3CC2)cc1
 : 6	-0.2	-19	0.1
- COC(=O)C1=CN(CC2CCCO2)C=C(C(=O)OC)C1c1ccc(OC)c(O)c1 (stereo unspecified)
 : 2	1.3	7	0.0
- Cc1ccc(C(=O)CCC(=O)OCC(=O)c2ccc([N+](=O)[O-])cc2)cc1
 : -8	0.7	-4	-0.1
- COC(=O)c1nc2n(n1)C(c1ccccc1Cl)C(C(=O)OC1CCCCC1)=C(C)N2 (stereo unspecified)
 : 2	1.1	-5	0.4
- c1ccc(-c2nc(-c3ccncc3)cc(N3CCN(c4ccccn4)CC3)n2)nc1
 : 11	0.5	-1	0.0
- CC1CC(C)(C)NC(=S)N1CC(=O)N1CCN(c2cccc(C(F)(F)F)c2)CC1 (stereo unspecified)
 : -4	0.2	8	-0.1
- CC(C)(C)c1ccc(OCC(=O)Nc2ccc3nn(-c4ccc(Cl)cc4)nc3c2)cc1
 : -8	-0.9	-3	0.1
- CC1=C(C(=O)Nc2ccc(C)cn2)C(c2ccc(C)cc2)C2=C(CC(C)(C)CC2=O)N1 (stereo unspecified)
 : 10	0.5	8	0.0
- COc1cc(/C=C2/NC(=O)N(c3ccccc3)C2=O)ccc1OCC(=O)O
 : -7	1.0	-12	0.0
- C=CCN(CC=C)C(=O)CC1(c2ccccc2OC)CC(=O)N(C2CCCC2)C1=O (stereo unspecified)
 : 1	-0.2	-66	0.1
- CCC(C)NC(=O)Cn1nc(-c2ccccc2)ccc1=O (stereo unspecified)
 : 7	8.5*	4	-0.1
- COc1ccc2c(c1)CC(C(=O)O)CO2 (stereo unspecified)
 : -4	1.0	0	-0.1
- CCN(CC)C(=O)c1sc2nc(C)nc(N(C)c3ccc(C(C)C)cc3)c2c1C
 : -29	-0.6	2	0.4
- Cc1nc2c(-c3ccccc3)c(C)nn2c(NCCCN(C)C)c1C
 : 5	1.6	-8	-0.1
- COc1cc(C(=O)NCC2CCN(Cc3cccs3)CC2)cc(OC)c1OC
 : -17	-1.5	-9	-0.2
- O=C(Nc1nn[nH]n1)C12CC3CC(CC(Cl)(C3)C1)C2
 : -3	0.3	6	-0.1
- Cc1ccc(N(CC(=O)Nc2ccc(C)cc2C)S(=O)(=O)c2c(C)noc2C)cc1
 : -4	1.0	14	0.1
- O=C(CSc1nnc(NC(=O)Cc2ccccc2)s1)NCc1ccc(F)cc1
 : -3	0.3	8	-0.1
- CCc1ccc(C2=NC(C(C)C)NC(c3cc(Br)ccc3O)C2)cc1 (stereo unspecified)
 : 12	0.0	5	0.0
- CCOC(=O)C1=C(C)N=c2s/c(=C\c3cn(-c4ccccc4)nc3-c3ccc(Cl)cc3)c(=O)n2C1/C=C/c1ccccc1 (stereo unspecified)
 : -3	-0.4	10	0.0
- Cc1ccc(NC(=O)C(=O)NCC2OCCc3ccccc32)cc1 (stereo unspecified)
 : -2	1.0	1	0.0
- Cc1nc2c(c(=O)[nH]1)CN(CC1CCC=CO1)CC2 (stereo unspecified)
 : -8	0.8	2	-0.1
- COc1ccc(O)c(C2=Nc3ccccc3N=C(c3ccc([N+](=O)[O-])cc3)C2)c1
 : 12	3.1	-12	0.4
- Cc1cc([N+](=O)[O-])ccc1NC(=O)c1cccc(N2C(=O)c3ccccc3C2=O)c1
 : 18	-0.5	-9	0.0
- COc1ccc(NC(C)c2ccccc2)cc1 (stereo unspecified)
 : 9	1.4	-4	-0.1
- Cc1c(O)ccc2c(CN3CCCCCC3)cc(=O)oc12
 : 16	0.4	-6	0.9
- COc1ccc(Cl)cc1N1C(=O)[C@@H]2C[C@H]1CN2C1CCN(Cc2ccccc2)CC1
 : -1	-0.3	2	0.0
- NC1=NC(=O)/C(=C/c2ccc(OCc3ccccc3)cc2)S1
 : 14	-1.4	-1	0.0
- O=c1[nH]n(-c2cccc(Cl)c2)c(O)c1/C=C1\C=Nc2ccccc21
 : 7&20	0.7&-0.9	-17&-29	0.1&0.3
- CCN(CC)CCCNC(=O)c1sc2ncnc(N3CCN(c4ccccc4F)CC3)c2c1C
 : 13	-0.9	2	-0.3

3 entries from above in another layout.
COc1ccc(NC(C)c2ccccc2)cc1 (stereo unspecified)
  MITF primary: 9 | GPR151 activ: 1.4 | TEAD-YAP block: -4 | FBW7 activator: -0.1

Cc1c(O)ccc2c(CN3CCCCCC3)cc(=O)oc12
  MITF primary: 16 | GPR151 activ: 0.4 | TEAD-YAP block: -6 | FBW7 activator: 0.9

COc1ccc(Cl)cc1N1C(=O)[C@@H]2C[C@H]1CN2C1CCN(Cc2ccccc2)CC1
  MITF primary: -1 | GPR151 activ: -0.3 | TEAD-YAP block: 2 | FBW7 activator: 0.0

New compounds follow:
Below each SMILES: MITF primary	GPR151 activ	TEAD-YAP block	FBW7 activator
- Cc1ccc(S(=O)(=O)Nc2ccc3oc(C)c(C(=O)NN)c3c2)cc1
 : 7	1.2	10	-0.1
- c1ccc(-c2cc(N3CCC4(CC3)OCCO4)nc(-c3ccccn3)n2)cc1
 : 1	0.5	43*	-0.1
- Cc1cc(OC(=O)CC2CCCC2)c([N+](=O)[O-])c(=O)[nH]1
 : 13	-2.4	-6	0.1
- NC(=O)Cn1nnc(-c2ccccc2NC(=O)c2ccccc2Cl)n1
 : 11	-2.1	16	1.4
- Cc1ccc(N2CCN(C(=O)Nc3ccccc3)CC2)nn1
 : 0	-0.9	-3	0.1
- CCc1ccc(C2C(C(=O)OCCc3ccccc3)=C(C)NC3=C2C(=O)CCC3)cc1 (stereo unspecified)
 : -10	-0.1	2	0.0
- Nc1c(C(=O)Nc2ccc(F)cc2)sc(=S)n1-c1ccccc1F
 : 0	0.6	-50	0.2
- O=C1CCCN1CCn1cnc2c(NC3CCN(Cc4ccccc4)CC3)nc(Nc3cnccn3)nc21
 : 9	1.4	-1	0.0
- Cc1c(Cl)cccc1-n1ncnc1-c1cccc([N+](=O)[O-])c1
 : 6	-0.7	4	0.3
- CCCOc1ccc(C(=O)NC(=S)NCc2cccnc2)cc1
 : 3	3.6	16	-0.2
- O=C(NCCC1=CCCCC1)C1CCC(CNc2c(N3CCCC3)c(=O)c2=O)CC1 (stereo unspecified)
 : 3	-1.1	11	0.6
- COC(=O)c1c(N2C(=N)SCC2=O)sc2c1CCCC2
 : 5	0.2	-6	0.0
- Cc1[nH]n(-c2ccccc2)c(=O)c1/C(=N/NC(=O)C(C)C)C(F)(F)F
 : -4	-0.1	-10	-0.5
- Cc1ccc(NC(=O)c2cccc(N)c2)cc1
 : 27	-0.5	16	0.1
- Cc1cccn2c(=O)c(/C=C3\SC(=S)N(C)C3=O)c(N3CCCCC3)nc12
 : 17	-0.2	5	0.1
- CC1=C(C(=O)Nc2nc3ccccc3s2)C(c2cccc([N+](=O)[O-])c2)C2=C(CC(C)(C)CC2=O)N1 (stereo unspecified)
 : 13	-0.8	-3	0.1
- c1ccc(Cc2nc(NCc3ccccn3)c3c4c(sc3n2)CCCC4)cc1
 : 9	-0.2	-19	0.3
- CC(=O)N1CCC(Nc2ccc3c(c2)CCN3C(C)=O)CC1
 : 10	-2.3	6	0.0
- O=C(Nc1ccc(Br)cn1)c1cccc([N+](=O)[O-])c1
 : -7	-3.8	-54	-0.3
- Cc1ccc(Cl)cc1N1CCN(C(=O)CN(c2c(C)cccc2C)S(C)(=O)=O)CC1
 : -5	3.9	0	-0.1

Whole records, looked up by structure.
Shown for CCCOc1ccc(C(=O)NC(=S)NCc2cccnc2)cc1 = MITF primary = 3; GPR151 activ = 3.6; TEAD-YAP block = 16; FBW7 activator = -0.2
Shown for CC1=C(C(=O)Nc2nc3ccccc3s2)C(c2cccc([N+](=O)[O-])c2)C2=C(CC(C)(C)CC2=O)N1 (stereo unspecified) = MITF primary = 13; GPR151 activ = -0.8; TEAD-YAP block = -3; FBW7 activator = 0.1

More records.
Below each SMILES: MITF primary	GPR151 activ	TEAD-YAP block	FBW7 activator
- Cc1nc2c([nH]c3ccccc32)s1
 : 6	-0.5	-3	0.3
- CCOC(=O)C1(Cc2ccccc2Cl)CCN(S(C)(=O)=O)CC1
 : -6	-0.8	-5	-0.1
- COc1ccc(/C=N\NC(=O)c2cnccn2)cc1OC
 : 15	-0.2	-8	0.2
- Cc1onc(-c2ccccc2Cl)c1C(=O)Nc1cccc2nsnc12
 : 13	-0.7	-7	0.3
- O=C(CSc1ccccn1)N/N=C/c1cc(Cl)cc(Br)c1O
 : -22	1.7	10	-0.1
- Cc1ccnc(NC(=O)C2CC(=O)N(c3ccc(Cl)cc3)C2)c1 (stereo unspecified)
 : -13	-0.8	5	-0.2
- Cc1ccc(S(=O)(=O)N(C)CCCC(=O)Nc2cccc(C)c2)cc1
 : 12	0.3	5	0.0
- COc1cccc(NC(=O)CN(c2ccccc2)S(C)(=O)=O)c1
 : 6	2.8	-7	0.0
- COc1ccccc1C1(NC(=O)c2c(C)noc2C)CCCC1
 : 8	-1.8	7	0.5
- CN1C(=O)C(C)(C)c2cc(S(=O)(=O)N(C)CC(=O)NCc3ccc(F)cc3)ccc21
 : 16	-1.5	13	0.6
- CCOc1cc(C2C3=C(CC(C)(C)CC3=O)NC3=C2C(=O)CC(C)(C)C3)cc(Br)c1O
 : -7	-1.2	-11	0.2
- CC1=C(C#N)C(=O)NC(=O)/C1=C\c1ccc(-c2cc([N+](=O)[O-])ccc2Cl)o1
 : 10	0.5	9	-0.1
- COc1ccc(Nc2nc(C(=O)NCc3ccccc3)cs2)cc1
 : 13	-0.4	-10	0.1
- CCOc1ccc(N2C3=C(C(=O)CC(C)(C)C3)C(c3cccc(Cl)c3)C3=C2CC(C)(C)CC3=O)cc1
 : 13	0.1	1	0.2
- CCOC(=O)N1CCN(C(=S)Nc2ccc3nc[nH]c(=O)c3c2)CC1
 : 5	3.6	16	0.2
- C=C1CC23CC1(O)CCC2C12C=CC(O)C(C)(C(=O)O1)C2C3C(=O)O (stereo unspecified)
 : 2	-1.3	-7	-0.1
- CN(C)CCCNC(=O)C(=O)NCC1OCCN1S(=O)(=O)c1ccccc1 (stereo unspecified)
 : -39	0.1	5	0.3
